PLAP inhibitors HTS: inhibition of human placental alkaline phosphatase – biochemical, luminescence, HTS (AID 690); 96,000 tested, 0.08% active; one-dose inhibition, % at 20 µM; IC50 in µM for titrated hits; purified PLAP, luminescent substrate; higher % means a stronger effect; in the data active = a potency from the dose series; inactive = the rest, 99 in 100 with inhibition below about 30%; also: strong numbers were not always called active
IL1B NFkB pot: enhances IL-1B driven NFkB nuclear translocation. HUVEC IL-1B NFkB p65 nuclear translocation imaging. activation, % at 2 µM. 94,000 tested, 0.3% active;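 active = activation above 40%, about the mean plus 3 SD, also judged a hit on visual image review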;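 also: percent activation is computed from the nuclear over cytoplasmic p65 intensity ratio; values of inactives mirror those of a sister screen read the other way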
Bcl-B displacement: displacers of TR3 peptide from Bcl-B, primary screen, selectivity assay for Bfl-1 inhibitor project, biochemical, fluorescence polarization | one-dose displacement, % at 20 µM; IC50 in µM for titrated hits | 96,000 tested, 0.11% active | AID 748 | FP displacement of FITC-TR3 peptide from Bcl-B; higher % means a stronger effect;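 active = displacement above 50% at 20 µM plus a fluorescence interference ratio under 1.5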;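 also: plate controls were wells without compound for no effect and wells lacking Bcl-B protein for full effect; a part of the inactive calls stands beside numbers as strong as those of hits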
IL1B NFkB inh: blocks IL-1B driven NFkB nuclear translocation in HUVEC cells; HUVEC IL-1B NFkB p65 nuclear translocation imaging; AID 796; inhibition, % at 2 µM; 94,000 tested, 0.43% active;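 active = inhibition above about 30% together with a positive call from visual inspection of the well image, limit read from the data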;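 also: nuclear over cytoplasmic p65 intensity ratio measured by imaging; 0% = IL-1B stimulated DMSO wells and 100% = unstimulated DMSO wells; values of inactives mirror those of a sister screen read the other way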
MRP resist rev: MRP-mediated drug resistance reversal; AID 602; 85,000 tested, 0.04% active; differential viability (reversal), % at 10 µM; H69AR cells + 2 uM doxorubicin, CellTiter-Glo, 72 h;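 active = viability drop by adding the cancer drug above about 55%, with treated viability meeting a 40% cutoff, limit read from the data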;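 also: viability without doxorubicin minus viability with 2 µM doxorubicin for each compound; larger differential means the compound sensitizes cells more to doxorubicin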
MRP resist rev cytotoxicity: second read-out of MRP resist rev, no call of its own (marks repeat the call); viability, %; H69AR cells, CellTiter-Glo, 72 h; measured here: cytotoxicity without doxorubicin
MRP resist rev with doxorubicin: second read-out of MRP resist rev, no call of its own (marks repeat the call); viability, %; measured here: viability with 2 uM doxorubicin; stronger effect = lower value
IL1B NFkB inh cell count 2 µM: further read-out of IL1B NFkB inh, marked with its call; cell count; measured here: cells passing quality filter;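 raw number of nuclei counted in each imaged well without normalization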
IL1B NFkB pot cell count 2 µM: second read-out of IL1B NFkB pot, no call of its own (marks repeat the call); cell count; measured here: cells passing quality filter
Active calls of the source: *; / = no result given. These rows are one share of the data; the hit share may differ from the screen's.

Structure	IL1B NFkB pot	MRP resist rev with doxorubicin	IL1B NFkB inh cell count 2 µM	IL1B NFkB inh	PLAP inhibitors HTS	IL1B NFkB pot cell count 2 µM	MRP resist rev	MRP resist rev cytotoxicity	Bcl-B displacement
COC(=O)C1=C(C(=O)c2ccccc2)C(c2ccc(OC)c(OC)c2)Nc2nnnn21 (stereo not drawn)	-10	68	107	10	-3%	107	28	96	4%
COc1ccc(-c2cnn3c(N)c(S(=O)(=O)C(C)(C)C)cnc23)cc1	-13	/	98	13	-64%	98	/	/	9%
COC(=O)C(NC(=O)C(NC(=O)c1ccccc1)C(C)C)C(C)C (stereo not drawn)	18	111	171	-18	4%	171	-11	101	-4%
COC(=O)c1cc(Br)c(=O)n(CCN2CCCCC2)c1	30	88	211	-30	-1%	211	13	100	0%
CCOC(=O)N1CCN(CC(O)COCc2ccccc2)CC1 (stereo not drawn)	4	87	172	-4	-6%	172	-6	81	-2%
Cc1cnc(C(=O)Nc2ccccc2F)cn1	11	83	186	-11	9%	186	18	101	12%
CSc1ccc2[nH]c(=O)cc(C)c2c1	-6	95	191	6	-2%	191	0	95	11%
Cc1ccc(S(=O)(=O)N2CCOCC2)c2nsnc12	14	88	166	-14	11%	166	5	93	5%
CCOC(=O)N1CCN(C(=O)CN(C)S(=O)(=O)c2ccc(OC)c(OC)c2)CC1	-6	/	136	6	-60%	136	/	/	4%
COCC(C)n1c(SCc2nc(N)nc(Nc3ccccc3C)n2)nc2ccccc2c1=O (stereo not drawn)	-3	89	58	3	-70%	58	-10	78	-5%
O=C(NC1CCCc2ccccc21)C1CCN(S(=O)(=O)c2cccc3nonc23)CC1 (stereo not drawn)	-8	66	168	8	16%	168	8	73	0%
CCOc1ccc(N(CC)S(=O)(=O)c2ccc3c(c2)oc(=O)n3C)cc1	40	/	124	-40	/	124	/	/	/
COc1ccc(CNC(=O)c2c(C)nc3ccccn23)cc1	-1	92	143	1	/	143	-14	78	/
O=S(=O)(c1ccccc1)N1CCN(c2ncnc3sc(-c4ccccc4)cc23)CC1	9	98	171	-9	-54%	171	1	99	-42%
COC(=O)c1ccccc1NC(=O)C1CCN(C(=O)c2ccc(OC)cc2)CC1	-6	/	178	6	-34%	178	/	/	2%
O=C(NCc1cccs1)C1CCN(S(=O)(=O)c2ccc(Br)s2)CC1	13	83	90	-13	14%	90	6	89	-10%
O=C(NCCc1ccccc1)c1nc2c(nnn2Cc2ccccc2Cl)c(=O)[nH]1	-15	90	163	15	/	163	8	98	/
O=C(NCc1ccco1)c1n[nH]c(=O)c2ccccc12	-3	98	196	3	23%	196	10	108	21%
COc1ccc(CCCc2nnc(SCC(=O)Nc3nccs3)n2C)cc1C	24	92	152	-24	-17%	152	8	100	-7%
Clc1ccccc1CN(Cc1ccccc1)C(c1cccs1)c1nnnn1C1CCCC1 (stereo not drawn)	-14	78	59	14	0%	59	5	83	-6%
CCOC(=O)N1CCC(N2Cc3cccc(C(=O)Nc4cc(F)ccc4F)c3C2=O)CC1	2	42	184	-2	-17%	184	20	62	4%
CC(C)Nc1nc(NC(C)C)nc(N(C)N)n1	0	/	144	0	-24%	144	/	/	3%
Cc1ccc2c(c1)N(C(=O)CCC(=O)N1CCc3ccccc3C1)CCO2	-2	/	97	2	-23%	97	/	/	-16%
COc1cccc(C(C(=O)NC2CCCCC2)N(CC2CCCO2)C(=O)CNC(=O)c2ccco2)c1 (stereo not drawn)	-2	86	157	2	/	157	13	98	/
COC(=O)c1ccc(NC(=O)CSc2nc3ccccc3c(=O)[nH]2)cc1	-3	91	139	3	-54%	139	1	92	-29%

Reformatted field by field: entries from further up
SMILES: Cc1ccc(S(=O)(=O)N2CCOCC2)c2nsnc12
  IL1B NFkB pot: 14
  MRP resist rev with doxorubicin: 88
  IL1B NFkB inh cell count 2 µM: 166
  IL1B NFkB inh: -14
  PLAP inhibitors HTS: 11%
  IL1B NFkB pot cell count 2 µM: 166
  MRP resist rev: 5
  MRP resist rev cytotoxicity: 93
  Bcl-B displacement: 5%
SMILES: CCOC(=O)N1CCN(C(=O)CN(C)S(=O)(=O)c2ccc(OC)c(OC)c2)CC1
  IL1B NFkB pot: -6
  MRP resist rev with doxorubicin: /
  IL1B NFkB inh cell count 2 µM: 136
  IL1B NFkB inh: 6
  PLAP inhibitors HTS: -60%
  IL1B NFkB pot cell count 2 µM: 136
  MRP resist rev: /
  MRP resist rev cytotoxicity: /
  Bcl-B displacement: 4%

(further entries)
Structure	IL1B NFkB pot	MRP resist rev with doxorubicin	IL1B NFkB inh cell count 2 µM	IL1B NFkB inh	PLAP inhibitors HTS	IL1B NFkB pot cell count 2 µM	MRP resist rev	MRP resist rev cytotoxicity	Bcl-B displacement
NC(=O)C1CCN(C2CC(=O)N(Cc3ccc(N4CCCC4=O)cc3)C2=O)CC1 (stereo not drawn)	8	73	157	-8	-3%	157	-7	66	-3%
Cc1cccc(NC(=O)C2=C(O)c3ccccc3N(C)S2(=O)=O)c1	/	/	/	/	-24%	/	/	/	0%
CCOC(=O)C1=C(N)Oc2c(oc(CO)cc2=O)C1c1ccc(F)cc1 (stereo not drawn)	-21	73	130	20	/	130	8	81	/
CCOC(=O)c1c(NC(=S)NC(=O)c2ccco2)sc2c1CCCC2	54*	/	119	-54	4%	119*	/	/	-24%
C[C@H](C(=O)C=[N+]=[N-])N1C(=O)c2ccccc2C1=O	8	97	170	-8	19%	170	-1	96	-1%
Cc1c(NC(=O)CN2C(=O)c3ccccc3S2(=O)=O)c(=O)n(-c2ccccc2)n1C	2	/	165	-2	/	165	/	/	/
Cc1ccc(N(CC(=O)Nc2ccc(C)cn2)S(=O)(=O)c2c(C)nn(C)c2C)cc1	27	77	176	-27	-41%	176	20	97	0%
Cc1cccc(C(=O)Nc2sc(C)c(-c3ccccc3)c2C#N)c1	1	/	146	-1	2%	146	/	/	-13%
NS(=O)(=O)c1ccc(S(=O)(=O)N(Cc2ccccc2F)CC2CCCO2)cc1 (stereo not drawn)	-4	93	81	4	-10%	81	0	93	7%
CCN(CC)S(=O)(=O)c1ccc2oc(C(=O)Nc3ccc(OC)cc3OC)c(C)c2c1	8	106	155	-8	2%	155	-21	85	3%
COC(=O)C1=C(C)NC2=C(C(=O)CCC2)C1c1cccc(C)n1 (stereo not drawn)	/	93	/	/	2%	/	6	100	-4%
COc1ccc(OC)c(/C=C(\NC(=O)c2ccccc2)C(=O)N/N=C/c2ccc(C)s2)c1	1	/	141	-1	-21%	141	/	/	-32%
CSc1nc(C)c2c(n1)N(c1cccc(C)c1)CC2	10	/	138	-10	-21%	138	/	/	-2%
C=CCn1c(CC(=O)OC)csc1=Nc1ccc(C(C)=O)cc1	2	82	144	-2	-36%	144	-19	63	-5%
C=CCOc1ccc(Cl)cc1C(=O)O	32	100	124	-32	-6%	124	-9	91	1%
Cc1ccc(NC(=O)Cn2nc(C(F)(F)F)c3c2CCC3)cc1	2	99	152	-2	17%	152	11	110	1%
CCCCNC(=O)C1CC(c2c(Cl)cccc2Cl)=NO1 (stereo not drawn)	-14	/	187	14	2%	187	/	/	6%
COCCCN1C(=O)C(=O)/C(=C(/O)c2ccc(OC(C)C)cc2)C1c1cccnc1 (stereo not drawn)	5	96	199	-5	-21%	199	6	101	-2%
CSc1nc2nc3c(cn2n1)C(=O)CC(c1ccccc1)C3 (stereo not drawn)	3	77	154	-3	1%	154	8	85	6%
Cc1cc(Br)ccc1OCC(=O)NNC(=O)c1ccc(NC(=O)C2CC2)cc1	-5	/	185	5	8%	185	/	/	-5%
Cc1ccc(CC2CC(=O)N(CCc3ccc4c(c3)OCO4)C2=O)cc1 (stereo not drawn)	-14	73	113	14	9%	113	5	77	1%
CS(=O)(=O)N1CCCC(C(=O)N2CCOCC2)C1 (stereo not drawn)	/	103	/	/	4%	/	0	103	-1%
CCn1ncc(/C=N/N=C2\CCC3C4CCc5cc(O)ccc5C4CCC23C)c1C (stereo not drawn)	28	/	166	-28	-60%	166	/	/	1%
O=C(O)c1ccc(NS(=O)(=O)c2ccc3nnn(O)c3c2)cc1	10	/	154	-10	12%	154	/	/	17%
O=C(CN1CCN(C(=O)c2cccs2)CC1)NC1CCCCC1	4	89	84	-4	-45%	84	9	98	-2%

The listing continues.
Structure	IL1B NFkB pot	MRP resist rev with doxorubicin	IL1B NFkB inh cell count 2 µM	IL1B NFkB inh	PLAP inhibitors HTS	IL1B NFkB pot cell count 2 µM	MRP resist rev	MRP resist rev cytotoxicity	Bcl-B displacement
COC1(OC)C(/C=C/c2ccc(Cl)cc2)C(C#N)(C#N)C1(OC)OC (stereo not drawn)	15	0	111	-15	/	111	0	0	/
Cn1nc(-c2ccccc2)c(-c2nc(-c3ccc(Cl)cc3)no2)c1Cl	3	37	110	-3	-6%	110	-3	34	-2%
O=C(NCc1ccco1)c1ccc2c(=O)n(CC3CCCO3)c(=S)[nH]c2c1 (stereo not drawn)	19	82	167	-19	/	167	-2	79	/
Cc1nc2ccccc2c(=O)n1NC(=O)Nc1ccccc1	-3	84	123	3	4%	123	7	91	-14%
CN(CC(=O)NCC1CCCO1)S(=O)(=O)c1cc(Cl)ccc1Cl (stereo not drawn)	-3	103	154	3	-15%	154	-38	65	-7%
Cc1ccc2oc(=O)n(CCCOc3ccccc3)c2c1	-1	/	112	1	12%	112	/	/	2%
Cc1ccc(N(CC(=O)N2CCN(c3ccc(F)cc3)CC2)S(=O)(=O)c2c(C)nn(C)c2C)cc1	-2	81	138	2	-56%	138	-18	63	-3%
CCOC(=O)Cn1cc(C(=O)OC)c2ccccc21	-6	82	198	6	5%	198	12	94	4%
O=c1c2ccccc2nc2n1CCCCC2	-13	87	87	13	7%	87	3	90	-11%
CCCCOc1ccc(CSc2ncn[nH]2)cc1	-4	74	146	4	-127%	146	13	87	-2%
CC1CCCC/C1=N/Nc1ccc([N+](=O)[O-])cc1[N+](=O)[O-] (stereo not drawn)	9	79	157	-9	7.2µM*	157	1	80	15%
CCOC(=O)Cc1csc(NC(=O)c2sc3nc4ccc(CC)cc4cc3c2N)n1	-8	/	146	8	-6%	146	/	/	-17%
CC1CCN(S(=O)(=O)c2ccc(NC(=O)CSc3ncccc3C(=O)O)cc2)CC1	/	100	/	/	-4%	/	1	102	-7%
CC(C)(C)OC(=O)COc1cc(OCC(=O)OC(C)(C)C)c2c(=O)cc(-c3ccccc3)oc2c1	8	/	129	-8	-21%	129	/	/	-2%
CCN(CC)CCNc1nc(-c2ccccc2)nnc1C(F)(F)F	1	/	120	-1	-62%	120	/	/	-1%
Cc1ccc2c(c1)nnn2C1CCN(S(C)(=O)=O)CC1	-9	99	122	10	1%	122	1	100	6%
CCOc1ccc2nc(NC(=O)Nc3ccccc3)sc2c1	4	78	149	-4	17%	149	8	86	6%
COC(=O)C(C)Oc1ccc2c3c(c(=O)oc2c1)CCCCC3 (stereo not drawn)	-3	78	146	3	-50%	146	7	85	-1%
COC(=O)c1cc(OC)c(OC)cc1NC(=O)c1ccc(Br)o1	7	87	159	-7	/	159	0	87	/
CCCc1[nH]nc2c1C(c1ccc(Br)s1)C(C#N)=C(N)O2 (stereo not drawn)	25	2	183	-25	3%	183	-1	1	-13%
O=C(CSc1nnnn1-c1ccccc1)NCc1ccco1	-8	85	129	8	/	129	-5	80	/
O=S(=O)(NCC1CCN(S(=O)(=O)c2ccccc2)CC1)c1ccccc1	-10	75	142	10	-4%	142	5	81	3%
NC(=O)C1CCN(C(=O)CN2CCCc3ccccc32)CC1	21	85	163	-21	5%	163	6	91	9%
Cc1ccc(C)n1-n1c(C)nc2scc(-c3ccccc3)c2c1=O	1	67	97	-1	-58%	97	10	77	16%
O=c1cc(CSc2nnc(COc3ccccc3)o2)c2ccccc2[nH]1	-21	73	131	21	14%	131	12	86	8%
COc1ccc(C(C(=O)NC(C)(C)C)N(C(=O)CNC(=O)c2cccs2)c2ccc(C(C)C)cc2)cc1OC (stereo not drawn)	0	/	151	0	-38%	151	/	/	2%
CCn1c(NC(=O)c2ccco2)c(-c2ccccc2Cl)c(=O)c2ccccc21	15	78	88	-15	6%	88	15	93	0%
CCOC(=O)C1=C(c2ccccc2)Nc2ncnn2C1c1cc(OC)ccc1OC (stereo not drawn)	4	47	108	-4	15%	108	-7	39	-5%

Source: PubChem (several laboratories)
